Cneo AK release: causes C. neoformans cell lysis; 360,000 compounds, 0.2% hits; adenylate kinase release luminescence, 4 h; normalised: neutral wells 0, clomiphene wells 100; lysis activity, % at 15 µM;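 active means mean lysis activity across replicates of at least 80%, whatever share of replicates individually reach that level; inactive means mean lysis activity below 80%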
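Assay system: C. neoformans cells. Amount: yeast cell density of 5 × 10^6 cells/mL. Technique: AK luminescence. Buffer or medium: YPD. Times: static 4 h at 37 °C with compound, 1 h detection. Dosing: single-point compound dose. Read-out: lysis from increased AK signal.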
S100A4 MyoIIA: inhibitors of human S100A4 binding to myosin IIA peptide. S100A4/TAMRA-MyoIIA peptide fluorescence polarization. 360,000 compounds, 0.14% hits. inhibition, % at 10.7 µM;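 active means mean inhibition of at least 70% across replicates, with every replicate also reaching that level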
Target sequence (P26447 whole entry, looked up): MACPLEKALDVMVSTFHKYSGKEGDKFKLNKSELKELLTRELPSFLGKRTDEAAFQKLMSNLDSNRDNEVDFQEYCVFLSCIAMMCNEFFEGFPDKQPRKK
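Test system: S100A4 monomer protein. Medium: HEPES buffer with Ca2+, pH 7.2. Reagent: fluorescent myosin IIA peptide, 5 nM. Compound dosing: single-point compound testing. Timing: 5 min between mix addition and reading. Benchmarks: DMSO neutral and TFP positive wells.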
XiGFP reactiv: X-chromosome reactivation activator | activation, % at 7.58 µM | 360,000 compounds, 0.055% hits | AID 743238 | XiGFP mouse fibroblasts, % GFP-positive cells imaging, 3 d; cells co-treated with 5-aza-dC sensitizer; scaled so ellipticine positive control = 100%;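 active means mean normalized replicate activation at least 10% and every replicate at or above 10%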;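 further: 0% = median of on-plate neutral control wells and 100% = ellipticine 6 µM median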
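System: XiGFP fibroblasts, SV40-immortalized. Medium: DMEM plus 5-aza-dC sensitizer. Doses: single point. Timing: 3 d treatment, 15 min room-temperature fixation. Control set: ellipticine 6 µM.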
ERAP1 inh: ERAP1 (human) enzyme inhibition. Q9NZ08. recombinant ERAP1, Leu-AMC fluorescence, 60 min. inhibition, % at 10.7 µM. 340,000 compounds, 0.15% hits. AID 652197;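 active means mean replicate inhibition of at least 30%, or all replicates individually reaching that 30% level; inactive means mean below 30% and not every replicate reaching it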;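 further: 0% = neutral control wells and 100% = L-leucinethiol positive control wells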
PGC1a acetyl inh: modulators of PGC1a acetylation; 350,000 compounds, 0.17% hits; U2OS PGC1a acetylation, AlphaScreen anti-acetyl-lysine; with virally co-expressed GCN5 acetyltransferase; inhibition, % at 15.6 µM;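 active means every replicate shows inhibition of at least 40%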;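 further: 0% = neutral control wells and 100% = positive control wells; some results beyond the cut were filed as inactive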
C2C12 statin: suppression of simvastatin myotoxicity; 330,000 compounds, 0.78% hits; rescue of ATP level, % at 7.49 µM; C2C12 myotubes + simvastatin, ATP luminescence, 48 h; scaled: DMSO 0, geranylgeraniol control 100; AID 602340;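 active means mean ATP rescue above about 67%, or every replicate alone reaching that limit, limit read from the data, passing the limit was not always enough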;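 further: myotubes were challenged with 10 µM simvastatin during compound exposure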
SIRT5 block: inhibitors of human sirtuin-5 desuccinylase; Q9NXA8; Purified SirT5, succinyl-peptide AMC, trypsin-coupled fluorescence; inhibition, % at 15 µM; 330,000 compounds, 1.1% hits; AID 652115; in the data active means inhibition above about 15%
Target sequence (Q9NXA8 whole entry, looked up): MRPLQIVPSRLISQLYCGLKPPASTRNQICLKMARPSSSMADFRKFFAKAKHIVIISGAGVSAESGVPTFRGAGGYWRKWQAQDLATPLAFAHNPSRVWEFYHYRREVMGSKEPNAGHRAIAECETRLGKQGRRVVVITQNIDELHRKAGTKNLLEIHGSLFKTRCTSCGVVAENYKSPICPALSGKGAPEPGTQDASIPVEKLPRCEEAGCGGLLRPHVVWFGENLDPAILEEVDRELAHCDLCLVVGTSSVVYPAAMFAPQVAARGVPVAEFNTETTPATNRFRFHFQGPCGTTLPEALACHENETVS
LGR2 antag: blocks bursicon-induced cAMP signaling via Drosophila LGR2; HEK293 LGR2, CRE-luciferase, bursicon-stimulated, 4 h; inhibition, % at 9.99 µM; 380,000 compounds, 0.35% hits; AID 720647;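 active means drop in luminescence signal, shown as inhibition above about 50% in the replicate tests, limit read from the data, passing the limit was not always enough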;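 further: agonist challenge used bursicon conditioned medium at about half maximal strength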
The depositor's hits bear a star; / = not tested or not shown. Some of the compounds tested; count on the stated rates, not on these rows.

SMILES	Cneo AK release	S100A4 MyoIIA	XiGFP reactiv	ERAP1 inh	PGC1a acetyl inh	C2C12 statin	SIRT5 block	LGR2 antag
Cc1cc(C)c(C#N)c(SCC(=O)Nc2cc(C)on2)n1	37	0	0.2	-2	-1	3	-1	-9
CC(=O)NC12CC3CC(C1)CC(C(=O)N1CCN(c4ncccn4)CC1)(C3)C2	-1	6	0.0	0	/	3	-1	-1
Cc1ccc(S(=O)(=O)NCC[C@H]2CC[C@H](NC(=O)c3cccc(F)c3)[C@@H](CO)O2)cc1	15	5	-0.1	4	-1	1	3	17
Cc1cccc(N2CCN(c3nc4ccccc4n4cnnc34)CC2)c1C	2	-3	-0.1	-4	-47	23	3	28
Cn1cnc(S(=O)(=O)N[C@@H]2CC[C@H](CC(=O)Nc3ccc(-c4ccccc4)cc3)O[C@H]2CO)c1	-5	10	-0.1	2	7	-13	1	21
COc1ccc(NS(=O)(=O)c2ccc3[nH]c(=O)[nH]c3c2)cc1OC	-1	-8	0.3	-2	/	21	2	-2
COC(=O)c1ccc2c(c1)NC(=O)C(N1CCCC1)S2 (configuration not stated)	10	/	/	/	-1	-6	/	-9
COC1=C(N2CCOCC2)C(=O)c2ccccc2C1=O	3	-3	0.0	-4	/	-5	0	5
COc1ccccc1N1CCN(C(=O)c2ccc3noc(-c4ccccc4)c3c2)CC1	3	0	0.2	0	1	3	/	-1
CCOc1ccc(CCNC(=O)COC(=O)Cc2ccc(OC)c(OC)c2)cc1OCC	/	-12	-0.1	-6	21	/	-22	-21
Cc1cccc(NS(=O)(=O)c2cccc([N+](=O)[O-])c2)n1	2	-6	0.4	1	/	16	1	/
COc1ccc(NC(=O)N(C)C[C@@H]2OCCCC[C@@H](C)Oc3ccc(NC(=O)Nc4cccc5ccccc45)cc3C(=O)N([C@@H](C)CO)C[C@@H]2C)cc1	0	/	-1.2	/	-2	/	/	-20
Cc1cccc(CCNC(=O)C2CCCN(c3cnccn3)C2)c1 (configuration not stated)	-6	16	0.1	2	/	-15	-5	14
C[C@H]1CN(C(=O)OC(C)(C)C)CCN1c1ccc(Br)c(C#N)c1	/	-3	0.1	-6	/	/	/	-10
COc1ccccc1C(=O)N1CCNC(=O)C1CC(=O)Nc1cccc(C)c1 (configuration not stated)	0	-2	/	-1	1	7	0	-5
COCC(=O)Nc1ccc2c(c1)[C@@H]1C[C@@H](CC(=O)NCc3cccnc3)O[C@H](CO)[C@@H]1O2	2	12	0.1	-2	4	1	3	3
O=C(c1nnc(Cc2ccc(Cl)cc2)o1)N1CCOCC1	-4	-1	0.0	1	1	6	-2	-18
O=[N+]([O-])c1ccc(COc2ccc(Br)cc2CN2CCOCC2)cc1	/	1	0.0	/	/	4	/	8
CCCC(=O)NC(=S)Nc1cccc2c(O)cccc12	-4	9	0.0	-3	6	-6	-2	0
COC(=O)c1cccnc1Oc1ccccc1	0	-8	0.1	-4	-9	-8	-2	/
Cc1cccc(OCC(=O)NCc2nnc3ccc(C(F)(F)F)cn23)c1C	0	-4	0.4	1	5	-4	-1	-11
O=C(c1ccccc1)c1ccc(Cn2cc(CCCO)nn2)cc1	2	-7	0.0	-3	-6	150*	-2	-8
NCc1c(O)ccc2ccccc12	/	-2	0.1	3	/	/	-4	-2
CCOC(=O)C1CCCN(S(=O)(=O)c2cc3c(cc2Cl)NC(=O)CO3)C1 (configuration not stated)	0	-2	2.3	/	/	8	/	6
Cc1cccc(OCC(O)CN2CCOCC2)c1 (configuration not stated)	-2	9	-0.1	4	2	2	3	-18
C[C@@H]1CN([C@@H](C)CO)C(=O)c2cc(-c3ccncc3)cnc2O[C@@H]1CN(C)C(=O)CN1CCOCC1	-10	-3	0.1	-1	-2	-1	-1	13
O=C1CC(Cc2ccc(Cl)cc2)C(=O)N1c1cc(Cl)ccn1 (configuration not stated)	/	-6	0.2	-2	/	/	0	-9
CC(Sc1ccc(Cl)cc1)C(=O)Nc1ccccc1C(=O)N1CCOCC1 (configuration not stated)	-4	/	/	/	-5	7	/	-1
O=C1OC(c2ccccc2)=N/C1=C\N1CCCCC1	-3	8	/	1	-9	23	3	-50
C[C@@H]1COC(=O)[C@@H](CC(=O)OC(C)(C)C)C/C=C\C[C@@H](CC(=O)N(CCO)Cc2ccccc2)C(=O)N1	0	-8	0.0	-5	/	7	-1	-19

Some of the entries above, reformatted:
> Cc1cccc(OCC(=O)NCc2nnc3ccc(C(F)(F)F)cn23)c1C
  Cneo AK release: 0	S100A4 MyoIIA: -4	XiGFP reactiv: 0.4	ERAP1 inh: 1	PGC1a acetyl inh: 5	C2C12 statin: -4	SIRT5 block: -1	LGR2 antag: -11

> O=C(c1ccccc1)c1ccc(Cn2cc(CCCO)nn2)cc1
  Cneo AK release: 2	S100A4 MyoIIA: -7	XiGFP reactiv: 0.0	ERAP1 inh: -3	PGC1a acetyl inh: -6	C2C12 statin: 150*	SIRT5 block: -2	LGR2 antag: -8

> NCc1c(O)ccc2ccccc12
  Cneo AK release: /	S100A4 MyoIIA: -2	XiGFP reactiv: 0.1	ERAP1 inh: 3	PGC1a acetyl inh: /	C2C12 statin: /	SIRT5 block: -4	LGR2 antag: -2

> CCOC(=O)C1CCCN(S(=O)(=O)c2cc3c(cc2Cl)NC(=O)CO3)C1 (configuration not stated)
  Cneo AK release: 0	S100A4 MyoIIA: -2	XiGFP reactiv: 2.3	ERAP1 inh: /	PGC1a acetyl inh: /	C2C12 statin: 8	SIRT5 block: /	LGR2 antag: 6

(next part)
SMILES	Cneo AK release	S100A4 MyoIIA	XiGFP reactiv	ERAP1 inh	PGC1a acetyl inh	C2C12 statin	SIRT5 block	LGR2 antag
C[C@@H]1CN([C@H](C)CO)C(=O)c2cc(Br)cnc2O[C@@H]1CN(C)S(=O)(=O)c1ccccc1	1	-3	-1.1	3	0	-5	2	3
CC(=O)NC(Cc1ccc(F)c(F)c1)C(=O)NC1CCN(S(=O)(=O)c2ccc(C)cc2)CC1 (configuration not stated)	5	1	-0.1	-2	/	-7	-1	10
CCN1CCN(c2ccc(NC(=O)CCc3c(C)nc4c(-c5ccc(F)cc5)c(C)nn4c3C)cc2)CC1	/	2	0.3	-2	/	/	-4	-7
CN(C)C(=S)NC(=O)C12CC3CC(C)(CC(C)(C3)C1)C2	/	-1	0.2	4	/	/	-3	-7
O=C(Nn1cnc2ccccc2c1=O)c1ccccc1[N+](=O)[O-]	/	4	0.0	1	/	/	-2	-13
CCCN1C[C@H](C)[C@H](OC)CN(C)C(=O)c2cc(NC(=O)c3ccc(F)cc3)ccc2OC[C@@H]1C	-1	-1	0.2	0	-6	-22	6	-8
Cc1ccc(C(=O)N/N=c2\oc3ccccc3cc2C(N)=O)cc1	0	-3	0.2	2	/	0	-3	-6
Cc1noc(C)c1S(=O)(=O)Nc1ccc2c(c1)C(=O)N([C@H](C)CO)C[C@@H](C)[C@H](CN(C)Cc1ccc3c(c1)OCO3)O2	-2	4	0.9	2	5	10	4	-6
C[C@@H]1CN([C@H](C)CO)C(=O)c2cc(C3=CCCCC3)cnc2O[C@@H]1CN(C)Cc1ccncc1	/	0	-1.9	3	5	/	-9	0
CC(C(=O)Nc1ccc([N+](=O)[O-])cc1Cl)N1CCN(S(=O)(=O)c2cccs2)CC1 (configuration not stated)	-1	5	-0.1	-3	2	-12	-2	5
COc1cccc(OCCOCCOc2ccc(C)cc2[N+](=O)[O-])c1	/	6	0.6	-3	/	/	-2	-3
Cc1c(C)c2c(OCC(=O)NCC(=O)NCC(=O)O)cc3c(c2oc1=O)CCC(C)(C)O3	1	2	0.0	2	2	-4	-71	9
C#CCOCCOCCOCCNc1nc(N2CCOCC2)nc(N2CCN(C(=O)[C@H](CCCCN)n3cc(CCCC)nn3)CC2)n1	3	3	-0.2	-4	/	6	1	-3
C[C@@H]1CCCCO[C@@H](CN(C)Cc2ccncc2)[C@@H](C)CN([C@@H](C)CO)C(=O)c2cc(NC(=O)CCCN(C)C)ccc2O1	56	-2	-1.1	2	0	-1	1	-5
O=C(/C=C/c1ccc(O)c(O)c1)OC(Cc1ccc(O)c(O)c1)C(=O)O (configuration not stated)	-2	2	/	1	3	2	0	5
COc1ccc(S(=O)(=O)N(NC2=NS(=O)(=O)c3ccccc32)C(=O)C(C)C)cc1	0	-24	0.0	-1	/	2	0	-40
C[C@@H]1CN([C@H](C)CO)S(=O)(=O)c2ccc(C3=CCCC3)cc2O[C@H]1CN(C)Cc1cccc(C(=O)O)c1	-2	-18	-0.2	-2	-3	1	1	0
CCOC(=O)N1CCN(C(=O)C2CCN(S(=O)(=O)c3ccc(OC)cc3)CC2)CC1	/	-1	5.2	0	-9	/	0	-1
COCCN(C(=O)CCl)C(C(=O)NC1CCCCC1)c1ccccc1C (configuration not stated)	-2	1	0.0	4	6	/	/	9
[O-]c1n[n+](-c2ccc(Cl)cc2Cl)cc2ccccc12	-2	-2	0.0	-3	-2	7	-2	15
Cc1cccc(N(C(=O)c2csnn2)C(C(=O)NC(C)(C)C)c2ccncc2)c1 (configuration not stated)	-1	10	/	5	-3	-6	2	2
COc1cccc(C(=O)NCCCNC(=O)c2cccnc2)c1	3	1	0.2	-1	/	-8	-1	1
CCCN1C(=S)c2ccccc2C1c1ccccc1 (configuration not stated)	0	-14	0.1	1	-47	1	-8	8
CCOc1ccc(OCc2ccc(C(=O)N(CC)CC)cc2)cc1	/	-2	0.3	2	-5	-4	4	-16
Cc1ccc(N2CC(C(=O)N3CCC(C(=O)Nc4nnc(C(C)C)s4)CC3)CC2=O)cc1 (configuration not stated)	9	0	0.2	1	/	0	0	-5
Cn1c(SCC(=O)NCCc2ccccc2)nnc1C1CCCCC1	3	3	0.1	5	-5	0	1	19
CC(=O)Nc1cccc(/C(C)=N\NC(=O)c2ccc(Cn3nc([N+](=O)[O-])c(Cl)c3C)o2)c1	/	-1	0.0	6	/	/	1	6
Cc1cc2oc(C(=O)Nc3ccc(S(=O)(=O)N4CCCC(C)C4)cc3)cc(=O)c2cc1Cl (configuration not stated)	-2	/	0.3	/	1	/	/	7
C[C@@H]1CN([C@H](C)CO)S(=O)(=O)c2ccc(C#Cc3ccncc3)cc2O[C@H]1CN(C)C(=O)C1CC1	16	31	0.1	-1	0	6	3	-8
CC(C)(CCO)Nc1ncnc2onc(-c3ccc(F)cc3)c12	-2	-4	0.2	1	12	-13	0	-17
COC(=O)NCN1C(=O)C2C3C=CC(C3)C2C1=O (configuration not stated)	/	1	0.1	-1	0	/	1	-5
C/C=C/c1ccc2c(c1)O[C@@H](CN(C)C(=O)c1ccc3c(c1)OCO3)[C@H](C)CN([C@@H](C)CO)S2(=O)=O	-2	6	-1.2	4	-14	-9	0	0
CCn1c(SCC(=O)NNC(=O)c2ccc(C)cc2)nnc1-c1ccco1	/	-2	0.1	-2	-7	/	-5	-15
O=C(CS(=O)CC(=O)NC12CC3CC(CC(C3)C1)C2)Nc1ccc(F)cc1 (configuration not stated)	-1	2	0.2	-2	0	-93	-5	3
N#Cc1cc2c(nc1SCc1ccc(Cl)cc1)CCCC2	-1	5	/	0	2	-15	0	-2
CCCN(C(=O)c1nc2nc(C)cc(C)n2n1)c1c(N)n(Cc2ccccc2)c(=O)[nH]c1=O	0	-5	-0.1	-5	/	2	-3	15
CCOC(=O)/C(=C\c1ccccc1)C(=O)CCN1CCOCC1	/	57	0.3	-5	17	/	-2	-3

Screening data (PubChem BioAssay)
